# VHR inh color: inhibitors of human VHR1 phosphatase (DUSP3). AID 1992. inhibition, % at 20 µM. hit rate 0.7% among 50,000. P51452. recombinant VHR phosphatase, colorimetric substrate read-out; in the data active = inhibition above about 60%; note: some results filed as inactive read as strong as hits
# Target sequence (P51452 whole entry, looked up): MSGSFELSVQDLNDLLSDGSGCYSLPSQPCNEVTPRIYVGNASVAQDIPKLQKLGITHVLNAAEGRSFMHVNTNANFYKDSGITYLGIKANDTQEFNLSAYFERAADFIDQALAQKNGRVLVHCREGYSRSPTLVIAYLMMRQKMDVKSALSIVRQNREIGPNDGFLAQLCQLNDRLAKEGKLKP
# An asterisk follows results filed as active; & = joins results of further samples. This is a subset. The share of hits here may be higher or lower than overall.
structure	VHR inh color
COc1ccc(OC(C)C(=O)Nc2ccc(C)c(Cl)c2)cc1 (centres undefined)	-7
O=C1N=C(N2CCCCCC2)S/C1=C\c1cccc2ccccc12	10
Cc1ccc(C)c(N2C(=O)C3C(C2=O)C2C=CC3C23CC3)c1 (centres undefined)	-22
O=C(NCc1ccccc1)C(NC(=O)c1ccccc1)=C1CCCCC1	-10
Cc1ccc2cccc(SCC(=O)N3CCOCC3)c2n1	2
Oc1ccc(Br)cc1CN1CCN(Cc2cccc(Cl)c2)CC1	-21
O=C1c2ccccc2C(=O)N1CCCCN(C(=O)c1cccc([N+](=O)[O-])c1)c1ccc(F)cc1F	-9
O=C(O)c1ccc2c(c1)C(=O)N(c1ccc(C(=O)Nc3cccc(O)c3)cc1)C2=O	-97
CCCCN(C(=S)SC)C1CCS(=O)(=O)C1 (centres undefined)	-19
CCOc1ccc(C(=O)Nc2cc(C(=O)O)cc(C(=O)O)c2)cc1	-14
Cc1ccc(N2C(=O)CC(SCc3ccccc3)C2=O)cc1 (centres undefined)	-26
Cc1ccc(CC2CC(=O)N(c3cccc(C(F)(F)F)c3)C2=O)cc1 (centres undefined)	-10
COc1cc(/C=C2/C(=O)NC(=O)N(C)C2=O)ccc1OCC(=O)O	92
Cc1onc(-c2c(Cl)cccc2Cl)c1C(=O)Nc1ccc2c(c1)OCCO2	-5
CCOC(=O)c1c(NC(=O)c2cc(-c3ccc(C(C)C)cc3)nc3ccccc23)sc(C(N)=O)c1C	22
CC(C)CC(=O)NC(NC(=S)Nc1sc2c(c1C#N)CCCC2)C(Cl)(Cl)Cl (centres undefined)	7
C/C=C/C(=O)N1c2ccc(C)cc2-c2c(ssc2=S)C1(C)C	-6
O=C(NN1CCOCC1)c1cccs1	-14
Cc1ccc(C)c(OCC(=O)N/N=C/c2ccc(OC(=O)c3ccc4c(c3)OCO4)cc2)c1	-1
Cc1ccc(C2CC(C(F)(F)F)n3nc(C(=O)Nc4ccc(F)cc4F)cc3N2)cc1 (centres undefined)	-1
Cc1ccc(NC(=O)c2cccs2)cc1C	-4
O=C(c1ccc2c(c1)C(=O)N(c1ccncc1)C2=O)c1ccc2c(c1)C(=O)N(c1ccncc1)C2=O	3
CCN(c1ccccc1)S(=O)(=O)c1c(C)cc(C)cc1C	-25
O=[N+]([O-])c1ccc(OCCN2CCOCC2)cc1	2
O=C(N/N=C/c1ccccc1O)c1cnccn1	9
Cc1ccc(-c2csc(NC(=O)CCCC(=O)O)c2C(=O)OC(C)C)cc1	-27
CCOc1cc(C(=O)N2CCc3ccccc3C2)cc(OCC)c1OCC	-42
CCCCSc1nnc(-c2ccccc2N)c(=O)[nH]1	-34
COCCOC(=O)c1ccc(NC(=O)COc2cccc(C)c2)cc1	-10
CCOc1ccc(N2C(=O)/C(=C/c3ccc(OC)c(OC)c3C(=O)O)SC2=S)cc1	-16
COc1ccc(C(=O)N2CCN(Cc3ccccc3F)CC2)cc1OC	-6
CCC(Oc1ccccc1)C(=O)Nc1ccc(S(=O)(=O)Nc2cnc3ccccc3n2)cc1 (centres undefined)	1
Cc1ccc(-c2nc(N/N=C/c3cccc([N+](=O)[O-])c3)c3ccccc3n2)cc1	-9
Cc1ccc(C2([N+](=O)[O-])C(=O)c3ccccc3C2=O)cc1	-8
CCC(=O)Nc1nc(-c2ccc(Cl)c(Cl)c2)cs1	-34
CCn1c2ccccc2c2cc(CNCc3ccc4c(c3)OCO4)ccc21	-21
Cc1ccc(N2C(=O)C(O)C(O)C2=O)cc1 (centres undefined)	-23
O=C(Cc1cccc2ccccc12)NCc1ccco1	-7
O=C(NCCOc1ccc(F)cc1)c1cccc2ccccc12	-14
O=C(Nc1ccc(Cl)cn1)c1cc([N+](=O)[O-])ccc1Cl	-12
O=C(Nc1cccc2nsnc12)C(c1ccccc1)c1ccccc1	-7
O=C(NCCC(c1ccccc1)c1ccccc1)c1ccccc1[N+](=O)[O-]	3
O=C1CC(c2ccccc2)CC2=C1C(c1ccc(O)cc1)Nc1ccc(C(=O)c3ccccc3)cc1N2 (centres undefined)	30
CC1CN(c2ccc([N+](=O)[O-])c(N3CCOCC3)c2)CCN1 (centres undefined)	-2
Cc1ccc(-n2nc3cc(C)c(NC(=O)c4cc5ccccc5o4)cc3n2)cc1	10
CCOC(=O)C1=C(C)NC(=S)NC1c1ccccc1OC(F)F (centres undefined)	4
CC1CC(Nc2ccccc2)c2ccccc2N1C(=O)c1ccc(Cl)cc1Cl (centres undefined)	-8
CCOC(=O)c1sc(N/N=C/c2ccc(O)cc2)nc1C	18
CCN(CC)c1ccc(C=C2C(=O)N(C)C(=O)N(C)C2=O)c(O)c1	-12
O=C(c1cnn2c(-c3ccccc3)cc(-c3ccccc3)nc12)N1CCOCC1	13
Cc1cccc(-c2cc(C(=O)n3cccn3)c3ccccc3n2)c1	-7
CC(=O)NC1=NC(=O)/C(=C\c2ccc(N(C)C)c(Br)c2)S1	62
Cc1c(NC(=O)C(C)Oc2ccc(Cl)cc2Cl)c(=O)n(-c2ccccc2)n1C (centres undefined)	-38
CCOC(=O)C1NN=C(C(=O)c2ccccc2)C1c1ccccc1 (centres undefined)	9
O=S(=O)(c1ccccc1)N1CCN(Cc2ccccn2)CC1	-7
O=C(N/N=C/c1ccc(/C=N/NC(=O)Nc2ccccc2)cc1)Nc1ccccc1	-1
O=C(Nc1ccc(O)c(-c2nc3ccccc3s2)c1)c1cccc(Cl)c1Cl	-1
CCOCCOC(=O)c1cccc(NC(=O)OCC)c1	5
O=C(O)/C(S)=C\c1ccc(Cl)cc1	-28
CC(Oc1cccc(Cl)c1)C(=O)N1CCN(c2ccc(Cl)cc2)CC1 (centres undefined)	-5

# Shown with each value named: four of the compounds above.
> O=C(Cc1cccc2ccccc12)NCc1ccco1
  VHR inh color: -7
> O=C(NCCOc1ccc(F)cc1)c1cccc2ccccc12
  VHR inh color: -14
> O=C(Nc1ccc(Cl)cn1)c1cc([N+](=O)[O-])ccc1Cl
  VHR inh color: -12
> O=C(Nc1cccc2nsnc12)C(c1ccccc1)c1ccccc1
  VHR inh color: -7

# New compounds follow.
structure	VHR inh color
O=C(NCCc1ccccc1)c1ccc(I)cc1	-13
CCOC(=O)C1=C(C)N=c2s/c(=C\C=C\c3ccco3)c(=O)n2C1c1ccc(OC)cc1 (centres undefined)	-34
COc1cc(/C=N/N2C(=O)CSC2=S)ccc1OCCOc1cc(C)ccc1C(C)C	-8
O=C(NC(NC(=S)Nc1ccc(I)cc1)C(Cl)(Cl)Cl)c1cccc([N+](=O)[O-])c1 (centres undefined)	-12
CC(C)COc1ccc(C(=O)Nc2ccc3oc(-c4cccnc4)nc3c2)cc1	-17
Cc1ccc(/C=N/N2CCN(Cc3ccc(Cl)cc3)CC2)s1	0
COc1ccc(/C(C)=N/n2cnnc2)cc1	-23
CCc1ccccc1NC(=O)c1ccncc1	11
Cc1ccc(NC(=O)C2CCCN2C(=O)C(C)(C)C)cc1 (centres undefined)	-22
Cc1cc(C)cc(NC(=O)Cc2ccc([N+](=O)[O-])cc2)c1	3
NC(=O)c1c(N)sc2c1CCCCCC2	59
CC1=NN(c2ccccc2)C(=O)/C1=C\C=C\c1cccc([N+](=O)[O-])c1	-10
COCCCNC(=O)CC(=O)N/N=C/c1cccc(OC)c1OC	-8
CCCCOc1ccc(N2C(=O)c3cccc4cccc(c34)C2=O)cc1	17
Cc1ccc(NCCC(=O)c2ccc(Cl)cc2)cc1	-10
O=C1c2ccccc2C(=O)N1C1C(=O)N(c2ccc(Br)cc2)C1c1ccccc1 (centres undefined)	-20
Cc1c(NC(=O)COc2ccc(F)cc2)c(=O)n(-c2ccccc2)n1C	18
O=C(NCC1CCCO1)Nc1cccc(Cl)c1 (centres undefined)	-14
Cc1cccc(OCC(=O)Nc2ccc3oc4ccccc4c3c2)c1	3
CCc1ccc(-n2c(C)cc(/C=N/NC(=O)c3cccnc3)c2C)cc1	51
CC(Oc1ccccc1)C(=O)Nc1ccc(C(N)=O)cc1 (centres undefined)	-7
COc1cccc(OC)c1C(=O)Nc1ccc(Cl)c(C(N)=O)c1	-96
CC(=O)c1ccc(Nc2ccc([N+](=O)[O-])cc2[N+](=O)[O-])cc1	-12
N/C(=N\c1nc2ccccc2o1)NC(=O)c1ccccc1	-18
CCCn1c(=O)c(C(=O)Nc2cccc(C)n2)c(O)c2ccccc21	-8
COc1cccc(C(=O)Nc2ccc(I)cc2C)c1	-4
O=C1/C(=C\c2cc([N+](=O)[O-])ccc2O)SC(=S)N1c1cccc(C(F)(F)F)c1	-21
CC(C)CC(=O)N1CCN(Cc2cccc(C(F)(F)F)c2)CC1	5
O=C(O)C1C2CCC(O2)C1C(=O)NCc1ccc2c(c1)OCO2 (centres undefined)	2
Cc1ccccc1OCC(=O)Nc1cccc(C(F)(F)F)c1	-38

# Of the compounds above, these contain a CF3 group.
structure	VHR inh color
Cc1ccc(CC2CC(=O)N(c3cccc(C(F)(F)F)c3)C2=O)cc1 (centres undefined)	-10
Cc1ccc(C2CC(C(F)(F)F)n3nc(C(=O)Nc4ccc(F)cc4F)cc3N2)cc1 (centres undefined)	-1
O=C1/C(=C\c2cc([N+](=O)[O-])ccc2O)SC(=S)N1c1cccc(C(F)(F)F)c1	-21
CC(C)CC(=O)N1CCN(Cc2cccc(C(F)(F)F)c2)CC1	5
Cc1ccccc1OCC(=O)Nc1cccc(C(F)(F)F)c1	-38

# (cont.)
structure	VHR inh color
O=C(N/N=C\c1ccc(OC(=O)c2ccc3c(c2)OCO3)cc1)c1ccc([N+](=O)[O-])cc1	-12
O=C(O)C1C(C(=O)Nc2ccccc2)C2C=CC1C21CC1 (centres undefined)	-18
COc1ccccc1/C=C1\SC(=S)N(CCC(=O)Nc2cccc(C)c2)C1=O	-27
Cn1c(O)c(C=NCC2CCN(C(=S)Nc3ccccc3)CC2)c(=O)n(C)c1=O	40
CC(=O)NC(c1ccccc1)c1c(OC(=O)c2ccccc2)ccc2ccccc12 (centres undefined)	-3
COc1ccc(C[n+]2cccc(C(=O)Nc3c(C)cccc3C)c2)cc1OC	16
CC1=C(C(=O)Nc2ccc(Br)cc2)C(c2ccccc2)NC(=S)N1 (centres undefined)	-16
CC(=O)NN1C(=O)c2ccc(Oc3cccc([N+](=O)[O-])c3)cc2C1=O	-13
CC(=O)Oc1cccc(C(=O)Nc2cc(C)on2)c1	-14
COc1ccccc1C(=O)Nc1ccc2c(c1)OCO2	-24
Cc1ccc(/C(O)=C2\C(=O)C(=O)N(c3ccc(O)cc3)C2c2ccc([N+](=O)[O-])cc2)cc1 (centres undefined)	41
COc1ccccc1NC(=O)c1cc([N+](=O)[O-])ccc1Br	-5
O=C(CSc1nc2ccccc2s1)NC(c1ccccc1)c1ccccc1	-18
CC(C)(C)c1ccc(S(=O)(=O)/N=C2\C=CC(=O)C(Br)=C2)cc1	19
CCc1nnc(NC(=O)CN2C(=O)/C(=C/c3ccc(OC)c(OC)c3)SC2=S)s1	-1
NS(=O)(=O)c1ccc(N=Cc2ccc(Cl)cc2)cc1	-4
Cc1ccc(-c2cc(C(=O)NC(C)C)c3ccccc3n2)s1	0
COc1ccccc1N1CCN(C(=O)COc2ccc(C)cc2C)CC1	13
COC(=O)C1C(c2ccccc2)N(c2ccccc2)OC1(C)O (centres undefined)	-17
Cc1ccccc1NC(=O)CC1CCCCC1	39
CCSc1nnc(NC(=O)c2ccc(Br)cc2)s1	5
Cc1ccc2c(Cl)c(C(=O)NCc3ccc(Cl)cc3)sc2c1	7
CN(C)c1ccc(C(=O)c2ccccc2C(=O)O)c(O)c1	-27
O=C1CCC(C(=O)O)(c2ccccc2)N1c1ccccc1 (centres undefined)	-11
Brc1ccc(CSc2ncn[nH]2)cc1	34&3
O=C(O)COc1ccc2ccc(=O)oc2c1	-10
Cc1ccc(-c2c(C#N)c(N)nc3c2CCCCC3)s1	-17
NC1=NC(=O)CC(C(=O)Nc2cccc([N+](=O)[O-])c2)S1 (centres undefined)	-10
CN(C)c1ccc(/C=N/NC(=O)c2ccc(CN3CCOCC3)cc2)cc1Br	4
CN(C)c1nc(Nc2nc3ccccc3[nH]2)nc(N(C)C)n1	-4
CCC(COC(C)=O)NC1=C(Cl)C(=O)c2ccccc2C1=O (centres undefined)	-17
CC1SC(c2ccc(OCc3ccccc3)cc2)NC1=O (centres undefined)	-12
Cc1c(OCc2c(F)cccc2Cl)ccc2c3c(c(=O)oc12)CCC3	-6
CC1CCN(S(=O)(=O)c2ccc(N)cc2)CC1	0
COc1ccc(NC(=O)NCCOc2cc(C)ccc2C(C)C)cc1OC	-3
COc1ccccc1-n1c(/C=C/c2ccccc2O)nc2ccccc2c1=O	-20
Cc1ccc(C)c(OCCOCCOc2ncnc3ccccc23)c1	10
O=[N+]([O-])c1ccc(CN2CCN(Cc3cccc(Cl)c3)CC2)cc1	-16
O=C(NCc1ccco1)/C(=C/c1cccnc1)NC(=O)c1cccc(Br)c1	-5
CCC(C)c1ccc(NC(=O)c2ccc(Br)o2)c(O)c1 (centres undefined)	0
CCCCOc1ccc(NC(=O)C2CC(=O)N(c3ccccc3)C2)cc1 (centres undefined)	-5
O=C(CSCc1ccc(Br)cc1)N/N=C/c1ccc(Sc2ccccn2)o1	11
COc1nnc(-c2ccc(C)cc2)c2ccccc12	-3
Cc1ccc(O)c(-c2cc(-c3ccc(C(F)(F)F)cc3)n[nH]2)c1	-19
O=C(NC(NC(=O)c1ccco1)c1ccc(F)cc1)c1ccco1	1

# Screening results: PubChem BioAssay, Sanford-Burnham Center for Chemical Genomics
